Compound activity: PubChem, National Center for Advancing Translational Sciences (NCATS)
RECQ1 inh – inhibitors of human RECQ1 DNA helicase. 240,000 tested, 0.54% active. Potency, µM (doses to about 57.3 µM), for the others: top-dose activity, negative = inhibition, actives largely listed as inhibitors. RECQ1 DNA unwinding, red fluorescence kinetic read. P46063;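 note: plate controls were vehicle for no effect and no enzyme for full effect; nearly all actives have a fitted effect of over 30% in size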
Target sequence (P46063 whole entry, looked up): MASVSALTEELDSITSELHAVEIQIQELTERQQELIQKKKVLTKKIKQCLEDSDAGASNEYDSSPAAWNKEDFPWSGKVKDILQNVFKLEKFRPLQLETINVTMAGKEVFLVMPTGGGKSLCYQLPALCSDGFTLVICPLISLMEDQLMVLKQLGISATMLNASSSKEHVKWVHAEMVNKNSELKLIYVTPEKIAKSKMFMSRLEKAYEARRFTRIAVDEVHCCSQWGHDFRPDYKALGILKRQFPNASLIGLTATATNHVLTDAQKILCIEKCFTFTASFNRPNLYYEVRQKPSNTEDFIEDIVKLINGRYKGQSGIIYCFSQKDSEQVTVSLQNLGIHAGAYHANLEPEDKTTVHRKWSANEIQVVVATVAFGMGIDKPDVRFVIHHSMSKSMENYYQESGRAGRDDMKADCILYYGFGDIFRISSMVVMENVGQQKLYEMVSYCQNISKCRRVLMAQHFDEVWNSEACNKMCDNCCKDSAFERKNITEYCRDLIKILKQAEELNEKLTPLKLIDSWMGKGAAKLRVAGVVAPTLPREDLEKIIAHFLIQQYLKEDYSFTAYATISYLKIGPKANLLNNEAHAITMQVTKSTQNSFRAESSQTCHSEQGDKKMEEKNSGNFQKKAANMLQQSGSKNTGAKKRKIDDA
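RECQ1T1 50 nM; forked duplex (20 bp + 30-nt ss tails) 200 nM, ATP 2 mM final; pH 8.0, 2 mM MgCl2, 2.5 ug/ml poly(dI-dC); 15 min compound preincubation; discontinuous kinetic read over 2 h at RT.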
TRb SRC2 PPI – disrupts binding of human TR beta to SRC2 | P10828 | TRbeta-SRC2 peptide binding, fluorescence polarization; receptor liganded with 1 µM T3 | Potency, µM (series often up to 106 µM), inactives show at the top dose activity change, negative = inhibition, most hits filed as inhibitors | 280,000 tested, 0.065% active | AID 1469;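 note: plate controls were bound peptide for no effect and peptide without receptor for full effect; nearly all actives have a fitted effect of over 50% in size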
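Decrease in fluorescence polarization of 20 nM Texas Red SRC2 coactivator peptide flagged inhibition of its binding to 0.6 uM TRb LBD; 1 uM T3 included, incubation 5 hr, ex 555/em 632 nm.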
L3MBTL1 inh – L3MBTL1 (human) inhibition; Q9Y468; AlphaScreen L3MBTL1–H3K9me1 peptide binding; Potency, µM (highest dose often 57.1 µM), for inactives: at the top dose activity, negative = inhibition, actives largely listed as inhibitors; 230,000 tested, 0.66% active; AID 485360; note: % is set by controls: 0 for no effect and ±100 for the full control effect; nearly all actives have a fitted effect of over 60% in size
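First, the protein-peptide complex forms for 30 min at room temperature (L3MBTL1 50 nM, biotinylated H3K9me1 peptide 75 nM). Next, compounds are pin-transferred and incubated 30 min. Finally, AlphaScreen beads are added and read after 30 min.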
Tau fluor counter – counter-screen for tau fibril formation inhibitors; tau K18 P301L Alexa594 fluorescence, heparin fibrillization; Potency, µM (titrated, usually from 57.7 µM), for inactives: at the highest dose activity change, negative = decrease; 280,000 tested, 0.93% active; AID 1463; note: % is set by controls: 0 for no effect and ±100 for the full control effect; nearly all actives have a fitted effect of over 55% in size
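Human tau K18 P301L (15 uM unlabeled, 0.24 uM Alexa 594-labeled) in 100 mM sodium acetate pH 7 with 20 uM heparin, 6 hr at 37 C. ThT 30 uM added, 1 hr ambient; Alexa 594 FP and total fluorescence read at 555/632 nm.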
TexasRed fluor – Texas Red fluorescence interference in TRb-SRC2 counter-screen; Potency, µM (series often up to 106 µM), without a hit: top-dose fluorescence change, negative = quenching; TRb/SRC2 Texas Red total fluorescence interference; 280,000 tested, 0.29% active; active = well fitted curve in either direction with a large enough effect; inconclusive = small, poorly fitted or top-dose-only effect; note: % is set by controls: 0 for no effect and ±100 for the full control effect
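Human TRb ligand-binding domain at 0.6 uM with 20 nM Texas Red SRC2 peptide in Tris buffer containing 1 uM T3 and 5% DMSO, incubated with compound 5 h at ambient temperature. Total fluorescence (555/632 nm) calculated as parallel + 2 × perpendicular.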
Tau FP inhib – tau fibrillization inhibition (FP); AID 1468; Potency, µM (top dose mostly 57.7 µM), inactives show at the top dose activity, negative = inhibition, hits mostly inhibitors; 280,000 tested, 0.39% active; K18 P301L tau heparin fibrillization, Alexa594 FP, 6 h; P10636; note: % is set by controls: 0 for no effect and ±100 for the full control effect; nearly all actives have a fitted effect of over 55% in size
Target sequence (P10636 561-689 P618L limits assumed): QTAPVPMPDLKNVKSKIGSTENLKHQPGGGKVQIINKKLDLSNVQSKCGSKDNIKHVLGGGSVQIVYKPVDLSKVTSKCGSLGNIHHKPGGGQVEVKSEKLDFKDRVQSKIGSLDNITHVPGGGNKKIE
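Recombinant K18 P301L […], labeled with Alexa 594 at 0.24 uM over 15 uM unlabeled; heparin inducer 20 uM final; 37 C, 6 hr; FP endpoint.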
Tau ThT inhib – inhibitors of human tau fibril formation, thioflavin T binding; P10636; recombinant tau K18 P301L, heparin-induced fibrillization, ThT fluorescence; Potency, µM (series often up to 57.4 µM), for the others: at the top dose activity, negative = inhibition, hits mostly inhibitors; 270,000 tested, 2.1% active; note: % is set by controls: 0 for no effect and ±100 for the full control effect; nearly all actives have a fitted effect of over 55% in size
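Using a mix of unlabeled (15 uM) and Alexa 594-labeled (0.24 uM) tau K18 P301L, heparin-triggered fibrillization over 6 hr at 37 C was scored by ThT fluorescence.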
HTT ATP protect – Huntington cell model cytoprotection by ATP luminescence. PC12 HTT-Q103 induced, cytoprotection, ATP luminescence, 40 h. Potency, µM (top dose mostly 56.4 µM), without a hit: cytoprotection (ATP increase), hits mostly activators. 230,000 tested, 0.14% active. AID 1471;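 note: % of control where 0% means no effect; nearly all actives have a fitted effect of over 45% in size; toxic huntingtin expression switched on by the ecdysone agonist tebufenozide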
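Cells were plated at 1500 per well in phenol red-free DMEM with 5% equine and 5% calf serum. Tebufenozide (100 nM final) and compounds were added, then ATPlite reagent, and luminescence was read.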
The depositor's hits bear a star; i = inactive; u = inconclusive; x = no result given; & = joins results of further samples; [ ] = another dose, or the depositor's remark. Unless noted, calls come from the whole dose curve; as a rule, active = well fitted curve in the direction sought with a large enough effect; inconclusive = small, poorly fitted or top-dose-only effect, or another doubt; inactive = no such curve, though single readings can be large; an effect the other way counts as inactive or inconclusive. Potency is the fitted concentration of half-maximal effect. The list is partial; the hit share may differ from the screen's.

SMILES	RECQ1 inh	TRb SRC2 PPI	L3MBTL1 inh	Tau fluor counter	TexasRed fluor	Tau FP inhib	Tau ThT inhib	HTT ATP protect
Clc1ccccc1-c1ccc(CN2CCN(c3ccccc3)CC2)o1	-9.7%	-12.3%	x	-28.0%	0.9%	-0.8%	u	-15.8%
CCOC(=O)c1cccc(NC(=O)C2CCCN(S(=O)(=O)c3cnc[nH]3)C2)c1 (configuration not stated)	-7.7%	1.1%	x	-6.7%	0.9%	-6.6%	-4.2%	-17.2%
CCC(CC)C(=O)OCc1cc(=O)n2nc(C3CCCCC3)sc2n1	x	-0.5%	x	-9.4%	-1.9%	-0.7%	u	x
Cc1ccccc1CSCCC(=O)NCCc1ccccc1	-2.2%	-1.4%	x	-11.6%	-0.2%	-0.6%	-2.2%	-33.4%[inhibitor]
COc1ccc(CN2CCc3nc(Nc4ccccc4)ncc3C2)c(OC)c1OC	x	-1.5%	x	-10.8%	-0.6%	7.4%	-6.6%	x
O=C(Nc1ccc(N2CCOCC2)cc1)c1ccncc1	1.4%	-8.9%	-25.1%	-7.6%	-2.7%	2.2%	u	u
Cc1ccc(S(=O)(=O)n2cc(C=O)c3ccccc32)cc1	-21.6%	1.1%	13.7%	-8.5%	0.1%	-3.0%	-10.8%	12.5%[10 µM]
CCN(CC)S(=O)(=O)c1ccc2c(c1)c(=O)c(C(=O)NCc1ccccc1Cl)cn2C	x	-10.5%	x	-16.5%	0.4%	-3.8%	11.6%	x
CN(C)c1ccc(CN(Cc2ccco2)C(=O)COc2ccc(F)cc2)cc1	x	-23.2%[53 µM]	x	u	u	4.7%	u	x
CCOc1ccc(C(=O)NCC(c2ccco2)S(=O)(=O)c2cccs2)cc1 (configuration not stated)	x	3.0%	x	-5.2%	-0.3%	-4.4%	-4.7%	x
CCOC(=O)c1c(NC(=O)c2cc3ccccc3c(=O)o2)sc2c1CCCC2	x	8.2%	x	-6.0%	-1.5%	2.1%	-13.5%	x
N#CCSc1nc2ccccc2c(=O)n1-c1ccccc1	0.5%	11.2%	24.3%[11.4 µM]	1.6%	-0.7%	0.2%	-3.2%	18.4%
Cc1nc(C)c(-c2csc(Nc3cccnc3)n2)s1	-2.6%	-13.9%	-7.0%	-24.6%	-9.4%	13.0%	u	-34.9%[inhibitor][0.074 µM]
CN1CCN(C(=O)c2cc(Oc3c(F)c(F)c(F)c(F)c3F)cc(C(=O)N3CCN(C)CC3)c2)CC1	-4.0%	-4.2%	1.8%	8.3%	-1.4%	2.7%	7.1%	-20.2%
COc1cccc2sc(NC(=O)c3ccc(S(=O)(=O)N4CCC(C)CC4)cc3)nc12	x	-1.4%	x	-26.8%	-0.4%	u	7.7%	x
Cc1cc(Nc2ccc(Cl)cc2)nc(N)n1	5.3%	-0.1%	1.2%	-4.3%	0.4%	-11.7%	-1.0%	-10.8%
COc1ccc(-c2csc3ncn(-c4ccccc4OC)c(=O)c23)cc1OC	-15.6%	1.1%	x	-13.3%	-0.2%	8.5%	-12.3%	-45.8%[inhibitor]
O=C(CN(c1ccc(Br)cc1)S(=O)(=O)c1ccc(Cl)c([N+](=O)[O-])c1)NCCc1ccccc1	i	8.7%	-2.0%	-17.6%	0.4%	-2.9%	-1.2%	-79.9%[inhibitor]
Cc1cnc2cc(Cl)ccc2c1SCC(=O)O	-0.7%	1.2%	5.5%	10.9%	-5.2%	-0.7%	1.6%	7.5%&-3.7%[10 µM]
O=C(NC(NC(=S)Nc1ccccc1C(=O)O)C(Cl)(Cl)Cl)c1cccc([N+](=O)[O-])c1 (configuration not stated)	i	3.3%	-5.6%	-16.2%	-4.6%	2.0%	u	9.0%
CCOC(=O)c1cc(-c2ccc(OC)c(S(=O)(=O)NC3CCCCC3)c2)on1	x	-1.5%	x	-13.0%	-0.5%	6.8%	5.5%	x
Cc1cc(=O)n2[nH]c(N3C(=O)CCC3=O)nc2n1	-1.3%	-5.7%	4.8%	-9.2%	-8.1%	-0.1%	-13.4%	10.6%
CCc1ccc(-c2nn(-c3ccccc3)cc2CSC(=N)N)cc1	-0.4%	2.9%	-7.8%	u	-1.1%	u	9.6%	x
CN1C(=O)C2(c3ccccc31)N(c1cccc(C(F)(F)F)c1)C(=O)CS2(=O)=O (configuration not stated)	x	10.1%	x	-8.8%	-26.5%	-8.8%	-1.2%	x
Cc1ccc(N2CC(c3nnc(Cc4ccc(F)cc4Cl)o3)CC2=O)cc1 (configuration not stated)	x	-6.1%	x	-12.0%	-0.3%	1.3%	-9.4%	x

Complete entries from above:
CCN(CC)S(=O)(=O)c1ccc2c(c1)c(=O)c(C(=O)NCc1ccccc1Cl)cn2C reads RECQ1 inh: x; TRb SRC2 PPI: -10.5%; L3MBTL1 inh: x; Tau fluor counter: -16.5%; TexasRed fluor: 0.4%; Tau FP inhib: -3.8%; Tau ThT inhib: 11.6%; HTT ATP protect: x
Cc1ccccc1CSCCC(=O)NCCc1ccccc1 reads RECQ1 inh: -2.2%; TRb SRC2 PPI: -1.4%; L3MBTL1 inh: x; Tau fluor counter: -11.6%; TexasRed fluor: -0.2%; Tau FP inhib: -0.6%; Tau ThT inhib: -2.2%; HTT ATP protect: -33.4%[inhibitor]

Continued.
SMILES	RECQ1 inh	TRb SRC2 PPI	L3MBTL1 inh	Tau fluor counter	TexasRed fluor	Tau FP inhib	Tau ThT inhib	HTT ATP protect
COc1ccc(-n2c(SCC(=O)Nc3cccc4ccccc34)nc(O)cc2=O)cc1	-23.5%	1.9%	-1.7%	1.8%	-1.6%	1.3%	-0.7%	-2.7%[10 µM]
CCN(CC)S(=O)(=O)c1ccc2oc(C(=O)N(C)Cc3ccccc3)c(C)c2c1	x	-8.5%	x	-14.3%	1.3%	14.3%	-14.4%	x
CCOC(=O)Nc1cc(=O)c2ccccc2o1	-7.5%	-1.1%	10.2%	-3.4%	-1.7%	-1.3%	-3.8%	-32.9%
CC(=O)c1cn(CC(=O)Nc2cccc(C)c2C)c2ccccc12	-4.6%	3.5%	-10.9%	-10.3%	0.3%	-0.6%	-11.8%	10.9%[10 µM]
Cc1cccc(NS(=O)(=O)c2ccc3[nH]c4c(c3c2)CCCCCC4)c1	x	0.0%	x	11.2µM*[quencher]	3.3%	6.6%	-0.4%	x
CCOc1[nH]n(-c2ccccc2)c(=O)c1C=NCc1cccnc1	-11.2%	-9.4%	-10.6%	-3.3%	-0.8%	-4.9%	-3.2%	-3.3%
O=C(CCC(=O)c1ccccc1)Nc1cccnc1	-7.6%	-0.9%	x	-1.7%	-0.9%	1.8%	-7.2%	7.6%
CCN(CC)C(C)C(=O)Nc1c2c(cc3c1CCC3)CCC2 (configuration not stated)	3.9%	7.4%	2.5%	-1.4%	0.2%	1.4%	-0.5%	x
Cc1cc(NC(=O)CSc2nccn2-c2cccc(C)c2C)no1	-2.7%	-0.2%	-27.3%	-1.4%	-0.1%	-4.8%	1.5%	-11.2%
CCCCn1c(-c2ccoc2C)n[nH]c1=S	i	-11.7%	10.5%	-7.3%	0.3%	1.5%	-9.0%	18.4%[10 µM]
CCCOc1ccc(C(=O)c2nc3c(n2O)CCCC3)cc1	-4.3%	-16.3%	-4.6%	-5.7%	-2.7%	5.1%	-14.3%	-26.7%[0.074 µM]
O=C1CN(C(=O)CSc2nc3cc(Cl)ccc3c(=O)n2Cc2ccccc2)c2ccccc2N1	-1.4%	2.9%	-0.7%	-25.5%	-0.3%	-12.4%	-3.1%	-1.1%[10 µM]
COc1ccc(CCNC(=O)CSc2ccc(-c3ccccc3)nn2)cc1	-6.1%	2.5%	1.9%	-2.2%	-8.9%	4.4%	-6.6%	-15.8%[10 µM]
NC(=O)c1nnsc1Sc1c(C(N)=O)nnn1-c1cccc(N)c1	-7.7%	-2.7%	-6.7%	-3.0%	2.0%	-1.1%	-7.7%	-11.2%
CC/C=C\C/C=C\C/C=C\C/C=C\C/C=C\C/C=C\CCC(=O)O[C@H](COCCCCCCCCCCCCCCCC)COP(=O)([O-])OCC[N+](C)(C)C	-6.3%	4.4%	x	-7.0%	0.5%	-8.4%	-11.1%	-21.1%
CCOc1ccc(/C=N/NC(=O)c2ccc(Cn3cc(Br)cn3)o2)cc1	-2.5%	3.9%	5.6%	-1.2%	-0.1%	5.9%	2.7%	-0.7%[0.074 µM]
NC(=O)C1CCN(CC(=O)N2c3ccccc3CCc3ccccc32)CC1	i	-9.1%	2.1%	6.0%	1.3%	-0.6%	-2.3%	-25.0%[0.074 µM]
CCOC(=O)N1CCC(NC(=O)c2sc(-n3cccc3)nc2C)CC1	i	1.8%	-3.4%	-9.7%	-6.1%	-13.1%	-10.0%	21.5%
Cc1ccccc1Cn1c2ccccc2c2cnn(CC(=O)NCc3ccco3)c(=O)c21	i	-5.3%	x	-4.4%	-0.1%	-10.8%	x	-4.7%[10 µM]
COCC(C)n1c(=O)sc2ccccc2c1=O (configuration not stated)	-13.1%	2.6%	6.4%	3.9%	-3.9%	-3.6%	-5.7%	-13.4%[10 µM]
COc1cc(CNCc2ccccn2)ccc1OCc1ccc(Cl)c(Cl)c1	-4.9%	0.5%	u	-15.3%	-4.7%	-2.4%	-13.6%	x
COc1ccc(N2CCC(CNC(=O)Nc3ccc(Cl)cc3)C2)cc1 (configuration not stated)	-7.4%	-1.2%	-0.1%	u	-0.7%	9.9%	u	-8.7%
C=CCSc1nc(C)c(CC(=C)C)c(=O)[nH]1	-15.7%	-7.6%	5.6%	0.1%	-2.3%	-2.5%	-3.3%	-25.3%
O=c1c2c3c(sc2n2cnnc2n1Cc1ccccc1)CN(Cc1ccccc1)CC3	-9.0%	-2.2%	-11.5%	-0.8%	-0.6%	-4.2%	u	-10.3%
COc1ccc(C2=NOC(C(=O)NC(C)(C)C)C2)cc1 (configuration not stated)	i	-0.5%	5.0%	-3.1%	0.9%	-0.9%	1.8%	2.8%
COC(=O)c1ccc(CNC(=O)/C=C/c2cc([N+](=O)[O-])ccc2OC(F)F)cc1	i	-5.4%	x	-24.7%	0.2%	u	-6.3%	-15.4%
